High-throughput results deposited in PubChem by National Center for Advancing Translational Sciences (NCATS).
D2 antag: HTS Assay for Allosteric Antagonists of the Human D2 Dopamine Receptor: Primary Screen for Antagonists | inhibition, % at 10 µM | D(2) dopamine receptor (Homo sapiens), P14416 | HEK293 TREx D2 cells, calcium flux, dopamine EC80 | 340,000 compounds, 2% hits; in the data active means inhibition above about 30%; further: 0% is about no effect
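Antagonism is scored as inhibition of an EC80 dopamine-evoked calcium signal in a force-coupled, tetracycline-inducible HEK293 T-REx D2 line, with compound present 180 s before agonist.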
TRHR agonist: qHTS for Small Molecule Agonists and Allosteric Enhancers of Human TRH Receptor: Primary Screen for Agonists; Thyrotropin-releasing hormone receptor (Homo sapiens), P34981; TRHR cells, calcium flux fluo-8, FDSS agonist mode; activation, % at 2 µM; 360,000 compounds, 0.18% hits; in the data active means activation above about 30%; further: 0% is about no effect
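Fluo-8-loaded TRHR cells; 10 s baseline, compound added, kinetic Ca2+ fluorescence read 1/s, agonist mode.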
USP1 inh: Inhibitors of USP1/UAF1: Primary Screen; Ubiquitin carboxyl-terminal hydrolase 1 (Homo sapiens), O94782; recombinant USP1/UAF1, Ub-Rhodamine cleavage fluorescence; Potency, µM (titrated, usually from 57.1 µM), without a hit: at the top dose activity change, negative = inhibition, most hits filed as inhibitors; 390,000 compounds, 0.23% hits; AID 743255, 2014; further: potency means the concentration at half of the fitted maximal effect; on the % scale 0 is the no-effect control and ±100 the full control effect; nearly all actives have a fitted effect of over 60% in size; inactives centre near -12
Target sequence (O94782 whole entry, looked up): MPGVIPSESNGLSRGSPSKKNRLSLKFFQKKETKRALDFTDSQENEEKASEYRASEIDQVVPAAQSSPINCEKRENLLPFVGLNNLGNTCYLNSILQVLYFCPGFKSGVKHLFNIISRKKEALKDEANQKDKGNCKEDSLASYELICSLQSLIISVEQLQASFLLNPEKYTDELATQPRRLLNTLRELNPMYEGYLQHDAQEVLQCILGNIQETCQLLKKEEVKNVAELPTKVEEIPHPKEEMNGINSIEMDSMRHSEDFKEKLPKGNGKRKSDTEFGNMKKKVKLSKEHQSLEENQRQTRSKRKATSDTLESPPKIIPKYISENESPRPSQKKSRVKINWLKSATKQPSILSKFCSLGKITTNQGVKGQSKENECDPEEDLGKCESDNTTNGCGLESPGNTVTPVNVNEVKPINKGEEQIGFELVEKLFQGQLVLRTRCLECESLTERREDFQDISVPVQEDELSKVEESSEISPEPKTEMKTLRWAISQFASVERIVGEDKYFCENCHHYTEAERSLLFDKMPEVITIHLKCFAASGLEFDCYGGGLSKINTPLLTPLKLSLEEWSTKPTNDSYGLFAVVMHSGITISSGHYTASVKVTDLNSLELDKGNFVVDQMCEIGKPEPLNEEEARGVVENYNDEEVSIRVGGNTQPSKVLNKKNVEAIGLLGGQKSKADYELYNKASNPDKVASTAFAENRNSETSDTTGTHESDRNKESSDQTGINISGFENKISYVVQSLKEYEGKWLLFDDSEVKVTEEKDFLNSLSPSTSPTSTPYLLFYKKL
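USP1/UAF1 complex at 1 nM was preincubated with compound for 15 min at room temperature, then Ub-Rho substrate (150nM final) was added. Fluorescence (480/540 nm) was read kinetically, 6 reads every 60 seconds.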
rTrxR1 inhibitor: qHTS Assay for Inhibitors of Mammalian Selenoprotein Thioredoxin Reductase 1 (TrxR1): qHTS; recombinant rTrxR1, NADPH fluorescence consumption, selenite substrate; Potency, µM (series often up to 114 µM), for the others: top-dose activity change, negative = inhibition, actives largely listed as inhibitors; 390,000 compounds, 1% hits; further: potency means the concentration at half of the fitted maximal effect; on the % scale 0 is the no-effect control and ±100 the full control effect; nearly all actives have a fitted effect of over 65% in size
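Rat TrxR1 (90 nM in the dispensed reagent) was pre-reduced with 400 uM NADPH for 5 min at room temperature, then incubated with compound for 15 min. After 400 uM selenite was added, NADPH fluorescence (Ex 340/Em 450 nm) was followed for 8 min.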
TRHR PAM: qHTS for Small Molecule Agonists and Allosteric Enhancers of Human TRH Receptor: Primary Screen for Enhancers; TRHR cells, fluo-8 calcium fluorescence, EC20 TRH enhancement; 360,000 compounds, 0.66% hits; enhancement, % at 2 µM; Thyrotropin-releasing hormone receptor (Homo sapiens), P34981; in the data active means enhancement above about 30%; further: 0% is about no effect
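Enhancer read-out: after compound pinning and an initial kinetic agonist-mode read, an EC20 of TRH (10 nM final) was injected and fluo-8 calcium signal (Ex 480/Em 530) followed at 1 s/cycle for 100 cycles in TRHR-expressing cells.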
D2 agonist: HTS Assay for Allosteric Agonists of the Human D2 Dopamine Receptor: Primary Screen for Agonists; D(2) dopamine receptor (Homo sapiens), P14416; HEK293 T-REx D2 cells, calcium flux agonist mode; activation, % at 2 µM; 340,000 compounds, 0.53% hits; AID 485358, 2010;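 active means activation over 3 SD above normal in the single-dose calcium agonist read, cut at about 30% in these data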; further: 0% is about no effect
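Tetracycline-induced HEK293 T-REx cells with force-coupled D2 receptor, plated overnight at 30 C, loaded with no-wash calcium dye. After a 10 s baseline, compound was pin-added and calcium flux read kinetically for 180 s; calcium rises flagged agonists.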
Pin1 inh: qHTS Assay to Find Inhibitors of Pin1. Pin1 FP peptide displacement, HiFluor488, 10 min. Potency, µM (top dose mostly 115 µM), inactives show at the top dose activity, negative = inhibition, hits mostly inhibitors. 390,000 compounds, 0.009% hits. AID 504891, 2011; active means well fitted inhibition curve with a large enough effect in the polarisation, with a control signal flat, not every such curve was filed as active; inconclusive means small, poorly fitted or top-dose-only effect, or effect the other way, or a change in a side signal; inactive means no such curve, though single readings can be large or run the other way; the % refers to the polarisation; further: potency means the concentration at half of the fitted maximal effect; on the % scale 0 is the no-effect control and ±100 the full control effect
Target sequence (Q13526 whole entry, looked up): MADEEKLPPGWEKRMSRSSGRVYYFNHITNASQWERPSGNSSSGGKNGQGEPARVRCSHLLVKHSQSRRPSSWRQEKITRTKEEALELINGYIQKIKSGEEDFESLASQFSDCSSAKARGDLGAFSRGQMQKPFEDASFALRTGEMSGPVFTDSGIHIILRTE
IDH1 R132H inh: qHTS for Inhibitors of mutant isocitrate dehydrogenase 1 (IDH1): qHTS; Isocitrate dehydrogenase [NADP] cytoplasmic (Homo sapiens), O75874; IDH1-R132H enzyme, NADPH consumption, diaphorase/resazurin fluorescence; Potency, µM (doses to about 76.6 µM), for the others: at the top dose activity change, negative = inhibition, actives largely listed as inhibitors; 390,000 compounds, 0.093% hits; further: potency means the concentration at half of the fitted maximal effect; on the % scale 0 is the no-effect control and ±100 the full control effect; nearly all actives have a fitted effect of over 65% in size
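IDH1-R132H (0.5 ug/mL) preincubated 30 min with compound, then NADPH (0.016 mM) and alpha-KG (2 mM) added; 80 min at RT, pH 7.5. Remaining NADPH coupled via diaphorase/resazurin to fluorescence (540/590 nm); concentration-response curves normalized to no-enzyme control.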
TrxR1 substrate: qHTS Assay for Substrates of Mammalian Selenoprotein Thioredoxin Reductase 1 (TrxR1): qHTS | purified TrxR1 substrate turnover, NADPH consumption readout | Thioredoxin reductase 1, cytoplasmic (Rattus norvegicus), O89049 | Potency, µM (doses to about 114 µM), without a hit: top-dose activity change, negative = substrate turnover | 390,000 compounds, 0.01% hits | AID 588456, 2011; further: potency means the concentration at half of the fitted maximal effect; on the % scale 0 is the no-effect control and ±100 the full control effect; nearly all actives have a fitted effect of over 50% in size
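Rat TrxR1, dispensed at 90 nM, was prereduced with 400 uM NADPH (final) for 5 min at ~22 deg C, then incubated with compound 15 min before 400 uM selenite. A first-read NADPH fluorescence drop versus no-compound background flagged substrates.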
Active calls of the source: *; ? = inconclusive; nt = no result given; [ ] = another dose, or the depositor's remark. Unless noted, the call rests on the fitted dose curve; in most records, active means well fitted inhibition curve with a large enough effect; inconclusive means small, poorly fitted or top-dose-only effect; inactive means no such curve, though single readings can be large or run the other way. Some of the compounds tested (hit frequency here may not be typical).

SMILES,D2 antag,TRHR agonist,USP1 inh,rTrxR1 inhibitor,TRHR PAM,D2 agonist,Pin1 inh,IDH1 R132H inh,TrxR1 substrate
COc1cc(Cl)c(CN2CCCC(CO)(Cc3ccccc3F)C2)cc1OC (stereo not drawn),1,1.7,-1%,24%,6,1.2,-1%,0%,1%
CN(C)c1ccc(NC(=O)CSc2n[nH]c(-c3ccncc3)n2)cc1,nt,nt,-13%,13%,nt,nt,-6%,-3%,5%
COc1cc(C2=NOC(C(=O)NCc3ccccn3)C2)cc(OC)c1OC (stereo not drawn),-7,-0.6,-10%,-11%,-2,0.4,2%,3%,-3%
CC(C)(C)CC(=O)NC1CC(=O)N(c2ccc3c(c2)OCCO3)C1 (stereo not drawn),nt,-0.5,-13%,9%[57.1 µM],1,nt,-7%,-1%,2%[57.1 µM]
CCN1CCN(c2cc3c(cc2F)c(=O)c(S(=O)(=O)c2cc(C)cc(C)c2)cn3CC)CC1,nt,-0.2,-7%,5%,6,nt,-3%,-4%,39%[activator]
COCCn1c(=S)[nH]c2cc(C(=O)N3CCN(c4ccccc4OC)CC3)ccc2c1=O,-24,-0.6,-5%,10%,-2,-0.2,2%,-1%,-1%
Cc1ccc(Nc2c(-c3ccc(N4CCOCC4)cc3)nc3cnccn23)cc1,1,-0.1,-14%,0%,-8,0.8,1%,-1%,11%
CC(C)(C)NC(=O)N1CCn2cccc2C1c1ccccc1F (stereo not drawn),-12,2.2,-28%,23%,5,-0.4,-2%,9%,7%
O=C(COC(=O)CNC(=O)c1ccccc1)NCCCc1ccccc1,nt,nt,-7%,6%[57.1 µM],nt,nt,0%,-1%,-11%[57.1 µM]
CCN1C(C(=O)c2ccccc2)=C(OC(=O)COc2ccccc2)c2ccccc2S1(=O)=O,nt,-0.9,-22%,28µM*,-4,-0.3,7%,-21%,-7%
CCN(CC)C(=O)CSc1nnnn1-c1ccc(F)c(Cl)c1,0,-0.1,-26%,10%,23,-3.5,3%,0%,0%
COc1ccc(S(=O)(=O)NNC(=O)c2cccs2)cc1,1,0.8,2%,1%,1,0.8,3%,0%,10%[57.1 µM]
Cc1ccccc1C(=O)N1CCC(C(=O)OCc2ccccn2)CC1,nt,nt,-13%,14%[57.1 µM],nt,nt,-3%,6%,1%[57.1 µM]
CC(=O)Nc1ccc(Oc2cncc(Cl)c2)nc1,8,-0.9,-18%,13%,2,-0.4,5%,0%,5%
CC(=O)C(Sc1nc(N2CCOCC2)nc(N2CCOCC2)n1)C(=O)Nc1ccccc1 (stereo not drawn),-17,0.0,-12%,-26%,0,0.0,3%,10%,-5%
COCc1nnc(NC(=O)c2ccc3c(c2)OCO3)s1,-20,-0.2,-12%,-6%[57.1 µM],2,9.2,0%,0%,4%[57.1 µM]
COc1cccc(CN2CCN(Cc3cccc4c3OCO4)CC2CCO)c1 (stereo not drawn),-4,0.1,2%,19%[11.4 µM],3,-0.1,-6%,10%,5%[11.4 µM]
Cc1ccc(C(=O)NCCSCc2ccccc2)cc1[N+](=O)[O-],-6,-0.6,-14%,6%,-1,-0.1,0%,3%,3%
COc1cc2c(cc1OC)C(c1ccc(-c3ccc(Cl)cc3Cl)o1)=NCC2,-3,0.6,?,0%,-2,1.0,5%,1%,0%
COc1ccc(-c2oc(=O)n(C)c2-c2ccc(OC)cc2)cc1,-6,-0.6,-15%,0%,-5,-0.5,-10%,-4%,4%
C[C@H](CO)N1C[C@H](C)[C@@H](CN(C)S(=O)(=O)c2cccs2)Oc2ccc(NC(=O)CCC(F)(F)F)cc2C1=O,nt,nt,-5%,6%[57.1 µM],nt,nt,-8%,9%,8%[57.1 µM]
CCC(=O)N/N=C(\C)CC(=O)Nc1ccccc1-c1ccccc1,9,-0.6,-11%,-2%[57.1 µM],-12,1.9,-6%,-1%,-9%
CSc1nccc(Nc2ccccc2)c1C#N,0,-1.7,-8%,9%[57.1 µM],-7,0.6,2%,2%,7%[57.1 µM]
COc1ccccc1N1CC(C(=O)Nc2nnc(SCc3ccccn3)s2)CC1=O (stereo not drawn),-7,-0.9,-16%,-15%,-2,-1.6,6%,6%,-10%
CCOc1cccc(C2C(C#N)=C(N)Oc3cc(C)n(Cc4ccccn4)c(=O)c32)c1OCC (stereo not drawn),-13,0.3,-18%,-11%[57.1 µM],1,-0.2,17%,4%,-6%[57.1 µM]
O=C(c1c[nH]c(C(=O)C(Cl)(Cl)Cl)c1)c1ccc(F)cc1Cl,nt,-0.3,1%,11%[57.1 µM],-4,nt,-2%,-15%,-4%
N#Cc1c(N2CCCCC2)nc(N)c2c(N)nc3c(c12)CC(CCl)O3 (stereo not drawn),12,-0.3,-16%,17%,-11,1.4,8%,-2%,74%
CCSc1nnc(-c2ccccc2NC(=O)CC)c(=O)[nH]1,-21,-0.4,-17%,-4%,0,0.2,1%,0%,-8%
c1ccc(CSCc2cn3ccsc3n2)cc1,6,2.6,-15%,-1%,12,-0.3,2%,-2%,-10%
Cc1ccc(S(=O)(=O)NCc2nnc(SCC(=O)Nc3cccc(C)c3C)n2C)cc1,5,-0.6,0%,28%[57.1 µM],1,-0.4,-14%,14%,9%[57.1 µM]
O=C(c1ccc(F)cc1)C1CCN(Cc2cn[nH]c2-c2ccc(F)cc2)CC1,94*,1.5,-17%,-14%,8,1.1,-2%,2%,-8%
COc1ccc(NC(=S)NC(=O)/C=C/c2cccs2)cc1,-9,0.4,-12%,-43%,-7,1.4,-7%,10%,-12%[57.1 µM]
Cc1ccc(C2OCC3(CO)COC(c4ccc(C)cc4)N23)cc1 (stereo not drawn),6,-0.3,-10%,4%,-6,-0.2,-3%,-4%,-2%
COc1ccccc1NC(=O)c1ccc(NC(=O)CSc2n[nH]c(N)n2)cc1,-2,0.3,-26%,5%,3,0.7,-3%,4%,-4%
Nc1ncnc2c1ncn2[C@@H]1O[C@H](CNCC#Cc2ccccc2)[C@@H](O)[C@H]1O,nt,nt,-20%,5%,nt,nt,-7%,10%,10%
COc1ccc(C(=O)Nc2ccc(Cl)cc2C(=O)NCCN2CCOCC2)cc1,-1,-0.8,-21%,-9%,-5,1.0,-1%,14%,-8%
CCCNC(=O)CSc1nc2[nH]ncc2c(=O)[nH]1,7,-0.1,-1%,18%,-4,1.7,3%,5%,3%
O=C1CCCN1CCCNC(=S)Nc1ccc(F)cc1,-1,0.4,-8%,6%[57.1 µM],8,-0.3,-4%,8%,9%[57.1 µM]
CCC1CCCCN1Cc1nc2c(c(=O)n(C)c(=O)n2C)n1CCC(C)C (stereo not drawn),-2,-1.2,-11%,7%[57.1 µM],4,-1.4,2%,0%,-2%[57.1 µM]
CSc1nc(Nc2ccc(Cl)cc2)c(C#N)c(=O)[nH]1,-1,-1.5,-11%,3%[57.1 µM],-1,-1.0,-4%,5%,7%[57.1 µM]
O=C(c1cc2cc(Br)ccc2oc1=O)N1CCN(c2ccccn2)CC1,-19,0.5,-8%,5%,16,0.8,-4%,-1%,4%
CCN(C(=O)COC(=O)c1c2c(nc3ccccc13)/C(=C/c1ccccc1)CC(C)C2)C1CCS(=O)(=O)C1 (stereo not drawn),-25,0.9,-18%,3%,3,0.5,18%,7%,39%[activator]
COc1ccccc1NC(=O)CSc1ccc(-c2cccs2)nn1,3,-0.4,-23%,24%[57.1 µM],9,-0.2,1%,4%,4%[57.1 µM]
COC(=O)C1CCN(CC(=O)Nc2sc3c(c2C#N)CCC3)CC1,10,-0.4,-6%,16%[57.1 µM],24,0.2,1%,5%,5%[57.1 µM]
Clc1ccc(/C=C/c2nc3ccccc3[nH]2)cc1,-29,-0.1,-21%,10%,-6,0.1,-3%,11%,91%[activator]
CCOc1ccc(-n2c(C)c(C(C)=O)c3cc(O)ccc32)cc1,nt,0.2,-21%,21%,20,nt,-1%,2%,-3%
COc1cccc(CNC(=O)C2CCN(S(=O)(=O)c3ccccc3)CC2)c1,-5,-0.1,-23%,37%[activator],8,1.0,-10%,6%,7%
NNC(=O)c1csc(-c2ccc(C(F)(F)F)cc2Cl)n1,16,-0.7,-13%,11%,-7,0.5,0%,7%,-3%
O=C(Cn1cnc([N+](=O)[O-])n1)NCCc1ccccc1,3,-1.1,-15%,7%[57.1 µM],-5,0.3,5%,-7%,-2%[57.1 µM]
C=CCNC(=O)C1CCN(c2nc(C)cc(-c3ccccc3)n2)CC1,nt,-0.6,-5%,-7%,-1,nt,4%,-2%,23%
CC1(C)OC2OC(C3COC(=O)O3)C(OC(=O)c3ccccc3)C2O1 (stereo not drawn),nt,nt,1%,4%[2.29 µM],nt,nt,1%,1%,-3%[2.29 µM]
